Screens deposited in PubChem by several laboratories.
Spn PMK inh – S. pneumoniae PMK inhibitors, primary screen, biochemical, mevalonate pathway, pilot trial included; phosphomevalonate kinase (Streptococcus pneumoniae D39); purified PMK, PK/LDH-coupled NADH absorbance 340 nm; actives 0.49% (n = 65,000); inhibition, % at 10 µM;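 active = top-ranked compounds by inhibition in the single 10 µM screen, taking a fixed number of the strongest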;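 note: 0% = full reaction with DMSO carrier and 100% = background rate without enzyme reaction; no value below 0 was filed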
HT1080 viability – cytotoxicity in HT1080 fibrosarcoma cells, cell-based, fluorescence readout (AID 620) | one-dose cytotoxicity, % at 10 µM; EC50 in µM for titrated hits | HT1080 viability, fluorescence; higher % means a stronger effect | actives 0.42% (n = 87,000);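 note: cells exposed to compound overnight then 4 h with Alamar Blue; 0% = vehicle DMSO and 100% = killing control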
HPDE-C7 cytotoxicity – cytotoxicity in HPDE-C7 cells, cell-based, fluorescence, HTS (AID 430). HPDE-C7 pancreatic duct cells viability, fluorescence; higher % means a stronger effect. one-dose cytotoxicity, % at 10 µM; EC50 in µM for titrated hits. actives 1.8% (n = 63,000);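 note: cells exposed to compound for 48 hours before viability readout; 0% = vehicle and 100% = reference cytotoxic drug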
MK inhibit – S. pneumoniae MK inhibitors, primary screen, biochemical, PK/LDH-coupled NADH absorbance. mevalonate kinase [Streptococcus pneumoniae D39]. purified MK, PK/LDH-coupled NADH absorbance 340 nm. inhibition, % at 10 µM. actives 0.48% (n = 65,000);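 active = ranked among the strongest by inhibition in the single 10 µM screen, a fixed top-ranked set picked for dose follow-up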; note: no value below 0 was filed
LYP inhibition – LYP phosphatase inhibitors, primary screen, biochemical, DiFMUP fluorescence, recombinant catalytic domain, 10 µM (AID 606). Tyrosine-protein phosphatase non-receptor type 22 (Homo sapiens). recombinant LYP catalytic domain, DiFMUP fluorescence; higher % means a stronger effect. inhibition, % at 10 µM; hits with a dose series show IC50 in µM. 52,000 tested, under 10 active;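 active = IC50 under 40 µM in the dose-response test; inactive = IC50 of 40 µM or more, or never dose-tested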
Spn DPM-DC inh – S. pneumoniae DPM-DC inhibitors, primary screen, biochemical, PK/LDH-coupled NADH fluorescence; diphosphomevalonate decarboxylase (Streptococcus pneumoniae D39); purified DPM-DC; calls only at 10 µM; actives 0.49% (n = 65,000);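 active = the 320 compounds with the highest percent inhibition in the single-dose primary screen, excluding strongly autofluorescent ones, cut at about 32% in these data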;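 note: kinetic rate of NADH fluorescence loss reporting ADP formed by the decarboxylase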
Alkaline phosphatase – human TNAP enzyme inhibitors, biochemical, luminescent (AID 518); purified TNAP enzyme, luminescent substrate readout; higher % means a stronger effect; inhibition, % at 20 µM; hits with a dose series show IC50 in µM; actives 0.09% (n = 64,000); in the data active = a potency from the dose series; inactive = the rest, 99 in 100 with inhibition below about 22%;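 note: plate controls were vehicle for no effect and reference inhibitor for full effect; many of its hits are not listed in these tables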
KRASV12 cytotoxicity – cytotoxicity in KRAS-transformed pancreatic duct cells, primary screen, cell-based, fluorescence, HTS (AID 431). HPDE-C7K KRASV12 cells, Alamar Blue viability, 48 h; higher % means a stronger effect. cytotoxicity, % at 10 µM, or EC50 in µM where a hit was titrated. actives 1.7% (n = 63,000);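 active = compounds whose percent cytotoxicity in the single-dose primary screen, scaled between solvent and toxic-drug controls, exceeds 50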;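 note: 0% = DMSO solvent wells and 100% = doxorubicin-treated wells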
Bfl-1 displacement – Bfl-1 inhibitors, primary screen, biochemical, fluorescence polarization, FITC-Bid, mouse (AID 432); displacement, % at 20 µM, or IC50 in µM where a hit was titrated; actives 0.02% (n = 64,000); Bcl-2-related protein A1 (Mus musculus); FITC-Bid BH3 peptide fluorescence polarization displacement; higher % means a stronger effect; in the data active = a potency from the dose series; inactive = the rest, 99 in 100 with displacement below about 15%; note: strong numbers were not always called active
Spn PMK inh pilot replicates – also measured in Spn PMK inh; calls as there; inhibition, %; measured here: pilot screen replicates
MK inhibit pilot replicates – also measured in MK inhibit; calls as there; inhibition, %; measured here: pilot screen replicates
Spn DPM-DC inh pilot screen % – second read-out of Spn DPM-DC inh, no call of its own (marks repeat the call); inhibition, %; measured here: pilot screen trials
Numbers without * were called inactive; i = inactive; nt = not tested or not shown. Cut-off read from the data, not from the text of the source, unless noted: active = cytotoxicity above about 50%; inactive = the rest. No enrichment for hits. About 3.5% of those tested had a hit in this group.

SMILES	Spn PMK inh	HT1080 viability	HPDE-C7 cytotoxicity	MK inhibit	LYP inhibition	Spn DPM-DC inh	Alkaline phosphatase	KRASV12 cytotoxicity	Bfl-1 displacement	others
CCOc1ccc(CCNC(=O)CN(C)S(=O)(=O)c2ccc3c(c2)CCC(=O)N3)cc1OCC	6	-8%	nt	6	nt	i	nt	nt	nt
CCc1nnc(NC(=O)c2ccc(COc3ccc(C)cc3)o2)s1	14	-9%	-7%	13	nt	i	14%	-2%	-3%	Spn PMK inh pilot replicates=1.5;MK inhibit pilot replicates=30;Spn DPM-DC inh pilot screen %=7.0
CCOc1ccc2[nH]c(=O)c(C(c3nnnn3Cc3ccco3)N3CCC(C)CC3)cc2c1 (stereo not drawn)	15	0%	-16%	3	17%	i	11%	-3%	-7%	Spn PMK inh pilot replicates=1.5;MK inhibit pilot replicates=0.0;Spn DPM-DC inh pilot screen %=12
Cc1cccc(Cn2c(Sc3nc(C)cs3)nc3c2c(=O)[nH]c(=O)n3C)c1	10	4%	-4%	11	19%	i	11%	2%	-7%
CCOC(=O)CSc1nc(-c2cccs2)nc2c1c(=O)n(C)c(=O)n2C	3	2%	0%	0	12%	i	11%	8%	-6%
Cc1cc(S(=O)(=O)NCc2ccco2)c(C)s1	10	-1%	-10%	0	6%	i	10%	0%	6%
CCOC(=O)N1CCN(C(=O)CCCn2c(=S)[nH]c3ccccc3c2=O)CC1	9	8%	-2%	10	-6%	i	5%	-11%	-5%
O=C(CN(Cc1ccc2c(c1)OCO2)C(=O)CNS(=O)(=O)c1ccccc1)NCC1CCCO1 (stereo not drawn)	7	5%	-19%	4	nt	i	6%	-18%	-5%
O=C(Oc1cccnc1)c1ccc(Cl)cc1	11	-5%	5%	9	nt	i	11%	-5%	16%
O=C(CSc1nnc(-c2cccnc2)o1)OC1CCCCC1	0	4%	-8%	8	21%	i	7%	-6%	0%	Spn PMK inh pilot replicates=0.5;MK inhibit pilot replicates=0.0;Spn DPM-DC inh pilot screen %=1.5
O=C(NCc1ccco1)c1scc2c1OCCO2	15	-1%	-1%	5	nt	i	13%	-3%	-2%
O=c1[nH]c(-c2ccccc2)c(-c2ccccc2)[nH]1	5	-1%	-12%	0	14%	nt	11%	-3%	-9%
O=C(Nc1scc(-c2ccccc2)c1C(=O)O)c1ccco1	21	-16%	8%	7	8%	i	20%	18%	1%
CCc1[nH]nc2c1C1(CCOC1C)C(C#N)=C(N)O2 (stereo not drawn)	12	0%	-2%	0	nt	i	-1%	-6%	1%
C/C(=C1\SC(N2CCOCC2)=NC1=O)c1ccc(C)cc1	13	-5%	4%	12	nt	i	17%	-2%	0%
CCOC(=O)c1c(NC(=O)Cc2cccs2)sc(C(=O)N2CCCCC2)c1C	9	-4%	1%	8	10%	i	15%	-7%	-8%
O=C(Nc1nc2nc(-c3ccccc3)cc(-c3ccccc3)n2n1)c1ccco1	0	0%	-5%	9	-8%	nt	0%	-5%	-12%
O=C(NC1=NCCS1)c1cccc(NC(=O)c2ccco2)c1	6	-1%	-2%	15	13%	i	13%	1%	-1%
CCN(CC)S(=O)(=O)c1cccc(-c2nnc(SCCCC(=O)c3ccc(F)cc3)o2)c1	16	-2%	11%	2	nt	i	12%	15%	-10%
CCOC(=O)CSc1nnc(CCc2nc3ccccc3[nH]2)n1C	0	1%	0%	10	-3%	i	13%	4%	-6%	Spn PMK inh pilot replicates=0.0;MK inhibit pilot replicates=0.0;Spn DPM-DC inh pilot screen %=3.0
CCC(c1nnnn1Cc1ccco1)N(Cc1ccccc1OC)Cc1cc2cc(C)ccc2[nH]c1=O (stereo not drawn)	0	-7%	-6%	1	8%	i	10%	-7%	3%
CN(C)c1ccc(C(=O)N2CC(=O)N(CCc3ccccc3)C(=O)C2)cc1	17	-6%	-10%	0	-6%	i	7%	-7%	1%
CCC(C)(C)n1nnnc1C(c1ccc(OC)c(OC)c1)N1CCN(c2ccc(OC)cc2)CC1 (stereo not drawn)	0	2%	-13%	10	8%	i	1%	-16%	-6%
Cc1cc(C)n(-c2nc(SCC(=O)NCC3CCCO3)c3c4c(sc3n2)CCCC4)n1 (stereo not drawn)	11	-13%	-14%	3	-6%	i	6%	-9%	-3%
CCNS(=O)(=O)c1ccc(OCCNS(C)(=O)=O)cc1	6	-4%	0%	8	9%	i	10%	-2%	-3%
Other structures:
SMILES	Spn PMK inh	HT1080 viability	HPDE-C7 cytotoxicity	MK inhibit	LYP inhibition	Spn DPM-DC inh	Alkaline phosphatase	KRASV12 cytotoxicity	Bfl-1 displacement	others
CC(OC(=O)c1cc2sccc2n1C)C(=O)NCC1CCCO1 (stereo not drawn)	22	1%	-15%	0	nt	i	14%	-31%	-5%
O=S(=O)(NCCc1csc(-c2ccccc2)n1)c1ccc2c(c1)OCCO2	11	28%	6%	5	0%	i	3%	8%	0%	Spn PMK inh pilot replicates=1.5;MK inhibit pilot replicates=1.0;Spn DPM-DC inh pilot screen %=0.0
CCOCCCNC(=O)c1ccc2c(c1)OCO2	4	0%	-26%	6	7%	i	9%	-22%	0%
Cn1c(=O)cc(OCC(=O)NCc2cccnc2)c2ccccc21	8	6%	-12%	8	14%	i	5%	1%	-7%
COc1ccc(OC)c(NC(=O)c2ccc(NC(C)=O)cc2)c1	6	-3%	nt	7	5%	i	10%	nt	-2%
Cc1cccc(OCC(=O)Nc2ccc(N3CCCC3)cc2)c1C	10	7%	20%	5	nt	i	8%	18%	0%	Spn PMK inh pilot replicates=6.0;MK inhibit pilot replicates=0.0;Spn DPM-DC inh pilot screen %=1.0
Brc1ccc(-c2nnc3n2-c2ccccc2CC3)cc1	9	2%	1%	1	13%	i	2%	1%	1%
Cc1ccc2c(c1)c(-c1ccccc1)nc1nncn12	3	-12%	9%	11	1%	i	12%	1%	-12%
CCc1cccc(OCC(=O)Nc2ccc(S(=O)(=O)Nc3onc(C)c3C)cc2)c1	17	3%	-7%	14	-3%	i	7%	4%	12%
CCN(CC)CC(O)COc1ccccc1C(=O)CCc1ccccc1 (stereo not drawn)	3	11%	13%	4	-12%	i	9%	14%	2%
COc1ccc(C)cc1-n1nnnc1SCC(=O)c1cc(C)n(Cc2ccco2)c1C	11	-12%	11%	1	14%	i	16%	15%	1%
COc1ccccc1NC(=O)CN1CCN(CC(=O)Nc2cc(NC(C)=O)ccc2OC)CC1	12	-3%	-3%	1	-9%	i	2%	8%	0%
CCOc1ccc(CNC(=O)C2CCN(S(=O)(=O)CC)CC2)cc1OC	10	-2%	-12%	11	16%	i	6%	6%	1%
CCN(CC)C(=O)CSc1nnc(-c2ccco2)n1Cc1ccco1	16	-8%	3%	9	nt	i	4%	4%	-2%
CCOc1cc(S(=O)(=O)N2CCN(c3ccc(F)cc3)CC2)c(OCC)cc1-n1cnnn1	0	3%	nt	0	15%	i	5%	nt	-1%
CC1Cc2ccccc2N1C(=O)Cn1c(=O)oc2cc(S(=O)(=O)NC3CCCC3)ccc21 (stereo not drawn)	7	-14%	1%	6	10%	i	1%	0%	7%
CN(CC(=O)NC1CCCCCCC1)S(=O)(=O)c1cccc2cccnc12	10	-12%	1%	6	-10%	i	5%	4%	-6%
CCOc1ccc(N2C(=O)CC(n3nc(C)cc3C)C2=O)cc1 (stereo not drawn)	8	-5%	1%	5	-5%	i	-1%	1%	-1%
CCN(C(=O)CCS(=O)(=O)c1ccc(Br)cc1)c1ccc2c(c1)OCO2	3	0%	9%	3	nt	i	2%	-2%	5%
COc1ccc(-n2c(SCCC(=O)O)nnc2-c2ccncc2)cc1	0	-4%	-3%	2	3%	i	3%	-1%	-6%	Spn PMK inh pilot replicates=0.5;MK inhibit pilot replicates=5.5;Spn DPM-DC inh pilot screen %=3.0
CC1CCN(Cc2nc(-c3ccccc3)no2)CC1	17	17%	-1%	7	nt	i	14%	-7%	-2%
O=S(=O)(NCC1CC1)c1cccc(S(=O)(=O)N2CCCC2)c1	5	0%	-7%	12	0%	i	13%	3%	-2%
COc1cccc(CNC(=O)C2CCN(S(=O)(=O)c3cccc4cccnc34)CC2)c1	4	-1%	10%	3	-2%	i	3%	11%	2%
Cc1cc(NC(=O)CSc2nc3c(c(=O)n(C)c(=O)n3C)n2C(C)C)no1	13	4%	-10%	3	nt	i	0%	-9%	-3%
Cc1ccc(NC(=O)Cc2nn(C)c(=O)c3ccccc23)cc1F	16	nt	-21%	0	nt	i	5%	-8%	4%

Three compounds from above, arranged by molecular weight, lowest first.
SMILES	Spn PMK inh	HT1080 viability	HPDE-C7 cytotoxicity	MK inhibit	LYP inhibition	Spn DPM-DC inh	Alkaline phosphatase	KRASV12 cytotoxicity	Bfl-1 displacement	others
Brc1ccc(-c2nnc3n2-c2ccccc2CC3)cc1	9	2%	1%	1	13%	i	2%	1%	1%
COc1ccc(-n2c(SCCC(=O)O)nnc2-c2ccncc2)cc1	0	-4%	-3%	2	3%	i	3%	-1%	-6%	Spn PMK inh pilot replicates=0.5;MK inhibit pilot replicates=5.5;Spn DPM-DC inh pilot screen %=3.0
CCN(C(=O)CCS(=O)(=O)c1ccc(Br)cc1)c1ccc2c(c1)OCO2	3	0%	9%	3	nt	i	2%	-2%	5%

Remaining list, next part
SMILES	Spn PMK inh	HT1080 viability	HPDE-C7 cytotoxicity	MK inhibit	LYP inhibition	Spn DPM-DC inh	Alkaline phosphatase	KRASV12 cytotoxicity	Bfl-1 displacement	others
COc1ccccc1Nc1nc(N)nc(-c2cc3ccccc3o2)n1	6	0%	11%	13	8%	i	14%	11%	3%	Spn PMK inh pilot replicates=1.5;MK inhibit pilot replicates=1.0;Spn DPM-DC inh pilot screen %=3.0
CCOCCSc1nnc2nc(C)cc(C)n12	0	-3%	6%	2	-1%	i	-4%	2%	3%
CCOC(=O)c1oc2ccccc2c1NC(=O)c1ccccc1OC	13	10%	-11%	5	nt	i	20%	0%	-1%
CC(C)(C)NC(=O)C1CC(=O)OC1(C)C (stereo not drawn)	13	-4%	-1%	17	-3%	i	10%	6%	-7%
C=C1c2cc(OC)ccc2NC(=O)N1CC	0	nt	10%	0	1%	i	10%	4%	22%
Cc1ccc(N(CN2C(=O)C3CC=CCC3C2=O)C(=O)c2ccco2)cc1Cl (stereo not drawn)	2	45%	-4%	7	-10%	i	4%	-2%	2%
CCn1c(SCCC(=O)Nc2ccccc2)nnc1-c1ccc(OC)cc1	5	-6%	3%	5	1%	i	8%	-7%	-5%
CC(=O)N1CCc2cc(S(=O)(=O)NCCC(=O)Nc3cccc(C)c3C)ccc21	7	-3%	4%	9	nt	i	10%	5%	4%
CN1C(=O)C2(c3ccccc31)C1CCCC=C1C(C#N)=C(N)C2(C#N)C#N (stereo not drawn)	3	-9%	-5%	11	3%	i	17%	-9%	-1%
C=CCn1c(COc2ccccc2)nnc1SCc1ccc(C#N)cc1	5	-2%	0%	4	17%	i	5%	6%	0%
Cc1ccc(C)c(CN2CCNC2=O)c1	12	-2%	-4%	0	nt	i	8%	0%	-5%
